# TNAP inh hiacc = inhibitors of human TNAP at high phosphate acceptor concentration; AID 1135; inhibition, % at 20 µM; 200,000 compounds, 0.03% hits; P05186; purified TNAP, CDP-star luminescence, 1 M DEA;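 active = over 50% inhibition of tissue-nonspecific alkaline phosphatase at 20 µM in the single-dose screen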;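 note: plate controls were DMSO wells for no effect and EDTA-quenched wells as full inhibition for full effect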
# Target sequence (P05186 whole entry, looked up): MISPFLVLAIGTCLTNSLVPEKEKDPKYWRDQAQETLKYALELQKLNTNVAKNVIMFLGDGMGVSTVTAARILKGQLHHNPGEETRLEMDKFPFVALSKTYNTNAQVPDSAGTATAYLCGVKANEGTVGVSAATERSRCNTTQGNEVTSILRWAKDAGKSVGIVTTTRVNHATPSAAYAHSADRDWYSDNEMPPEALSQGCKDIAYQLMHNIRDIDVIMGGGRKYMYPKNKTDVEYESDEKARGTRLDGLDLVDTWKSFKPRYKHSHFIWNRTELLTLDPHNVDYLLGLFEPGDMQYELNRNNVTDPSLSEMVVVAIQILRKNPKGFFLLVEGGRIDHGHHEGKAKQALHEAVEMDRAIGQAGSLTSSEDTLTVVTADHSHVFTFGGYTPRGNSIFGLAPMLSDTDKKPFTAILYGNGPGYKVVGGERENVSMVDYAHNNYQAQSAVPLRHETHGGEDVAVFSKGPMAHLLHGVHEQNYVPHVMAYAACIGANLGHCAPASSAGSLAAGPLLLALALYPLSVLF
# Lmaj promast = inhibitors of Leishmania major promastigote growth | 200,000 compounds, 9% hits | Leishmania major promastigotes, resazurin fluorescence viability | inhibition, % at 10 µM | AID 1063; in the data active = inhibition above about 50%;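 note: promastigotes grown with compound for 44 hours at 28 °C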
# TNAP inh no acc = TNAP (human) inhibition, acceptor-free conditions. 200,000 compounds, 0.26% hits. P05186. inhibition, % at 20 µM. purified TNAP, CDP-star luminescence, 30 min;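 active = tissue-nonspecific alkaline phosphatase inhibition above about 50% at 20 µM in the single-dose screen, limit read from the data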;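 note: 0% = DMSO negative control and 100% = EDTA positive control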
# TNAP act hi DEA = TNAP (human) activation, high acceptor; P05186; purified TNAP, CDP-star luminescence, 1 M DEA, 30 min; active compounds read high; 0 = EDTA background, 1 = DMSO-only activity; activation factor at 20 µM; 200,000 tested, under 10 active;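 active = activation factor at least 2 at 20 µM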
#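 system = human TNAP | amount = enzyme diluted 1/800 final | reagent = 100 µM CDP-star substrate | signal = luminescent substrate turnover signal | dosing = one dose, 20 µM | benchmarks = EDTA negative control, DMSO positive control | measure = activation factor | timing = 30 min reaction, room temperature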
# bIAP act = increases bovine intestinal alkaline phosphatase activity | purified bovine IAP, CDP-star luminescence, 30 min; active compounds read high; fold of DMSO-control signal, blank-subtracted | activation factor at 20 µM | 200,000 compounds, 0.17% hits;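 active = activation factor of 2 or more at 20 µM, a signal rise over negative controls twice the positive control's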
# bIAP inh = intestinal alkaline phosphatase (bovine) inhibition. 190,000 tested, under 10 active. purified bovine IAP, CDP-star luminescence, 30 min. inhibition, % at 20 µM. AID 1019;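 active = over 50% inhibition of intestinal alkaline phosphatase at 20 µM in the single-dose screen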
#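 Assay system: bovine IAP enzyme; medium: DEA buffer 100 mM, pH 9.8, with MgCl2 1.0 mM, ZnCl2 0.02 mM; doses: 20 µM single dose; incubation: enzyme reaction for 30 min at room temperature; detection: CDP-star luminescence signal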
# PMI act satM6P = PMI (human) activation, high substrate | 190,000 compounds, 0.34% hits | AID 1216 | activation factor at 20 µM | coupled PMI enzyme assay, resazurin fluorescence, 20 min; active compounds read high; 1 = untreated enzyme, 0 = substrate-free blank | P34949;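 active = activation factor of 2 or more at 20 µM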
# Target sequence (P34949 whole entry, looked up): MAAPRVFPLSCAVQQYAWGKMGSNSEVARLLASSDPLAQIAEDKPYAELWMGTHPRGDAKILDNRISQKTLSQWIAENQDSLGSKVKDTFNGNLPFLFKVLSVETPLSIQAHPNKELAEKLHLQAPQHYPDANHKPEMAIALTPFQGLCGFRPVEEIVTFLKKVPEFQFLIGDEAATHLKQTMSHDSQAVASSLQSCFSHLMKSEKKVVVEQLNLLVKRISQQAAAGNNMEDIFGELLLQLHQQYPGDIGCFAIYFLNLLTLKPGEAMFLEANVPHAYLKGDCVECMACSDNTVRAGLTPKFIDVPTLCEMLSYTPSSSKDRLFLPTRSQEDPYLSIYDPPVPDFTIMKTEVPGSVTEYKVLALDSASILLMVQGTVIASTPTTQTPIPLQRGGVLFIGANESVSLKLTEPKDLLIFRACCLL
#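 assay system = human phosphomannose isomerase with PGI, G6PDH, diaphorase coupling enzymes | quantity = 15 ng/mL PMI | incubation = enzyme reaction with compound 20 min at room temperature | medium = HEPES pH 7.4 buffer with MgCl2 and Tween-20 | compound dosing = one concentration, 20 µM, in 1% DMSO | measured by = Diaphorase-driven resazurin-to-resorufin fluorescence, excitation 544, emission 590 nm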
# PMI act = activators of human phosphomannose isomerase. P34949. purified human PMI, coupled resazurin fluorescence, 20 min; active compounds read high; 1 = vehicle control, 0 substrate-free wells. activation factor at 20 µM. 190,000 compounds, 0.005% hits. AID 1214;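 active = activation factor of 2 or more at 20 µM, relative to plate controls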
# Diaph act CS = counter-screen for diaphorase-based assays: diaphorase activators and chemical reducers. 190,000 compounds, 0.005% hits. AID 1229. activation factor at 20 µM. Diaphorase/resazurin coupled assay, resorufin fluorescence, 16 min; active compounds read high; 1 = vehicle wells, 0 = NADH-free wells;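 active = diaphorase activity raised at least twofold by the compound at 20 µM; inactive = activation factor below 2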
#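 Test system: Clostridium kluyveri diaphorase, purified enzyme. Buffer or medium: 50 mM HEPES pH 7.4 buffer plus MgCl2 and Tween 20. Also added: 0.114 mM NADH and 0.1 mM resazurin, final amounts. Dosing: compound 20 µM once, DMSO 1%. Schedule: 16 min enzyme reaction, ambient temperature. Detection: fluorescence of resorufin, 544 nm excitation, 590 nm emission.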
# Diaph inh CS = counter-screen for diaphorase-based assays: diaphorase inhibitors and chemical oxidizers; diaphorase resazurin-to-resorufin fluorescence, NADH, 16 min; bacterial (C. kluyveri) enzyme, not human; inhibition, % at 20 µM; 190,000 compounds, 0.69% hits; AID 1217;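 active = primary screen inhibition at 20 µM above a set limit, cut at about 50% in these data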;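 note: plate controls were DMSO with full reaction for no effect and wells lacking NADH for full effect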
#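 Test system: bacterial diaphorase enzyme (C. kluyveri); Quantity: 0.14 U/mL diaphorase, enzyme working solution; Times: reaction incubation of 16 min at room temperature; Measured by: fluorescence of resorufin formed from resazurin, Ex 544/Em 590 nm; Benchmarks: positive control minus NADH, DMSO neutral control.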
# * = called active by the depositor; . = not tested or not shown.
SMILES,TNAP inh hiacc,Lmaj promast,TNAP inh no acc,TNAP act hi DEA,bIAP act,bIAP inh,PMI act satM6P,PMI act,Diaph act CS,Diaph inh CS
O=C1CCn2nc(-c3ccc(Cl)cc3)cc2N1,0.3,-9.2,-6.3,1,0.9,12.7,0.8,0.8,0.9,13.5
CN1/C(=C\C(=O)c2ccco2)C(C)(C)c2ccccc21,-1.7,82.8*,-9.8,1,0.9,13.9,0.7,0.7,0.9,10.3
O=C(CCc1ccccc1)N1CCCN(C(=O)CCc2ccccc2)CC1,-3.8,-4.2,-8.5,1,1.1,-8.4,1,0.9,1,-2.5
CC1CCCC(C)N1C(=O)CSc1nnc(C2CCCCC2)o1 (configuration not stated),-5.3,-6.5,-8.7,1.1,1.2,-15.7,1.1,1,1,3.3
COc1ccc(F)cc1C(=O)C1CCCN(C(=O)c2ocnc2C)C1 (configuration not stated),3.0,-7.4,-2.5,1,1.1,-11.5,1,0.9,0.9,10.8
COc1ccc(NC(=O)CSc2nnc(CNC(=O)COc3ccc(Cl)cc3)o2)c(OC)c1,-1.4,1.9,-11.3,1,1,3.1,1,1,0.9,12.5
Cc1c(C)c2c(C)[nH]nc2oc1=O,-2.6,-1.3,8.1,1,0.9,11.1,0.9,0.8,0.8,20.3
Cc1ccc(NS(=O)(=O)c2ccc(CCC(=O)O)cc2)cc1,-6.0,-7.8,-16.8,1.1,1.1,-8.9,0.9,0.9,0.8,21.2
Cn1cccc1C(C(=O)NC1CCCCC1)N(C(=O)Cc1cccs1)C1CC1 (configuration not stated),-4.8,8.5,-7.1,1,1.1,-7.0,1,1,0.9,8.9
C/C(=N/NC(=O)c1cccs1)c1ccc(NC(=O)COc2ccc(Cl)cc2)cc1,-2.7,-5.0,-8.1,1,0.7,30.2,0.9,0.9,0.9,8.4
COc1ccc(NC(=O)C2CC(=O)OC2c2ccccc2)cc1 (configuration not stated),-4.0,32.8,-9.7,1,1.3,-32.3,1,1,0.9,11.3
CC(C)c1ccc(-n2ccnc2SCC(=O)O)cc1,-4.0,-4.1,-5.6,1,1,-2.8,1,1.1,0.9,12.0
CCN(CC)S(=O)(=O)c1ccc(C(=O)NCc2ccc3c(c2)cc(C)n3C)cc1,0.6,-2.9,-0.8,1,0.9,14.0,0.8,0.8,0.9,14.3
CCN(CC(=O)Nc1cccc(C(C)=O)c1)S(=O)(=O)c1ccc(C)cc1,-6.0,7.2,-4.8,1.1,1.1,-13.0,1.1,1,1,4.5
COc1ccc2cc(C#N)c(SCC(=O)N3CCCC3)nc2c1,-3.1,54.6*,-9.9,1,0.9,5.7,0.9,1,0.9,11.5
c1ccc(COc2ccccc2CNCc2cccnc2)cc1,-6.3,75.0*,-3.7,1.1,1,4.5,1.2,1.1,1.1,-7.7
CN1CCN(/N=C2/C(=O)Nc3ccc([N+](=O)[O-])cc32)CC1,1.1,-2.5,-8.1,1,0.9,7.8,0.7,0.9,0.9,14.8
Cc1nnc(N2C(=O)C(O)=C(C(=O)c3ccco3)C2c2ccc(C(C)(C)C)cc2)s1 (configuration not stated),-4.4,-8.7,-5.0,1,0.9,13.5,1.5,1.4,0.9,7.5
C=CCN1C(=O)C2(C(C#N)=C(N)Oc3n[nH]c(CCC)c32)c2ccccc21 (configuration not stated),6.2,-6.6,2.1,0.9,1.1,-6.4,1.1,1,1,-3.3
COc1ccc(C=O)cc1COc1ccccc1F,-7.8,61.0*,-12.3,1.1,0.9,12.6,0.9,0.9,0.8,19.9
CCCOc1ccc(-c2nn(-c3ccccc3)cc2/C=C2\SC(N)=NC2=O)cc1,8.3,-1.7,-10.6,0.9,1,-1.6,1,1.1,1,1.2
Cc1cc(Cl)ccc1NC(=O)CCCN1C(=O)CCC1=O,2.5,-1.8,-0.9,1,0.9,9.1,0.9,0.9,0.9,11.0
Cc1ccccc1/C=N/NC(=O)CSc1nc2ccccc2o1,-1.6,-6.3,-3.3,1,1,1.0,1,1.1,1,4.6
COc1cccc(-c2cc3nc(-c4ccccc4)cc(N4CCCC(O)C4)n3n2)c1 (configuration not stated),-6.5,21.4,-6.5,1.1,0.9,5.8,0.8,0.8,0.8,24.3
Cc1ccc(-c2[nH]ncc2/C=N/n2c(COc3ccccc3C)nc3ccccc3c2=O)cc1,-0.5,75.2*,-6.0,1,1,1.8,1.1,1.1,1,-0.9
# (listing goes on)
SMILES,TNAP inh hiacc,Lmaj promast,TNAP inh no acc,TNAP act hi DEA,bIAP act,bIAP inh,PMI act satM6P,PMI act,Diaph act CS,Diaph inh CS
COc1cc(C(=O)OCC(C)=O)ccc1OCc1c(C)noc1C,-3.2,-4.1,-2.4,1,1.1,-9.6,1,1,0.9,10.2
O=C(C1CC1)N1CCc2cc(Br)cc(S(=O)(=O)NCc3ccccn3)c21,-5.5,-6.1,-9.9,1.1,1.1,-9.2,1,1,0.9,8.2
O=C(NCC(c1cccs1)N1CCOCC1)c1ccc(Br)o1 (configuration not stated),-1.0,-5.5,-10.9,1,0.9,13.1,1.1,1,0.9,7.1
CSc1cccc(NC(=S)N2CCC(N(C)C3CCCCCC3)CC2)c1,1.2,88.3*,-8.5,1,1.1,-14.7,1.1,1.1,1,4.2
CC(C)(O)C#Cc1ccc(CN2CCCC(CO)(Cc3cccc(Cl)c3)C2)cc1 (configuration not stated),-3.3,97.0*,-4.0,1,1,-4.9,.,.,.,.
CN(C)c1ccc(C(=O)c2ccc(O)cc2O)cc1,1.9,-4.3,-4.7,1,1,2.9,0.9,1,0.9,9.7
CCCNC(=O)CN(C)S(=O)(=O)c1c(C)cc(C)cc1C,-3.9,0.4,-11.9,1,1,1.1,1.1,1.1,1.1,-6.9
Cn1c(=O)cc(OCC(=O)NCCCN2CCN(c3ccccc3F)CC2)c2ccccc21,-7.8,2.0,-15.8,1.1,1,-0.2,1,1,0.9,8.4
C1=C(N2CCOCC2)/C(=C/c2nc3ccccc3[nH]2)CC1,-3.5,.,-12.0,1,1.1,-7.3,0.9,1.2,0.6,36.2
Cc1nn(Cc2ccccc2Cl)c(C)c1C(=O)NC1=NCCS1,-4.8,-5.4,-8.9,1,1,3.1,1.1,1.1,0.9,6.7
CCOC(=O)c1sc(NC(=O)CCN2C(=O)c3ccccc3C2=O)c(C(=O)OCC)c1C,-1.6,1.4,-11.4,1,0.5,.,1,0.9,1,0.2
CCOC(=O)Cc1nnc(Nc2ccc(C)cc2C)c2ccccc12,-3.9,26.6,-8.8,1,1,-1.8,1,1,1,1.3
COc1cccc(CNC(=O)CN2C(=O)CSc3ccc(S(=O)(=O)N4CCCC4)cc32)c1,-3.5,3.2,-11.6,1,1,4.3,1,1,0.9,8.0
Cn1c(SCC(=O)NCc2ccc3c(c2)OCO3)nnc1-c1c[nH]c2ccccc12,0.7,2.6,-6.2,1,1,-1.6,0.9,0.9,0.9,11.4
CCOc1ccc(N(C(=O)c2cc3ccccc3oc2=O)C2C=CS(=O)(=O)C2)cc1 (configuration not stated),-5.1,-3.1,-13.8,1.1,0.9,7.7,0.9,1,0.9,13.1
CC1(C)CC(=O)CC(=Nc2ccc3[nH]c(=O)[nH]c3c2)C1,-6.9,-10.1,-10.7,1.1,1.1,-6.0,0.9,0.9,0.8,25.0
[O-]/C(=C(\C(=S)NCc1ccccc1)[n+]1ccccc1)c1ccc(Cl)cc1,-3.5,-4.3,-7.5,1,1.1,-9.2,0.8,1.2,0.8,16.7
FC(F)(F)c1ccccc1/C=N/Nc1ccccn1,-6.5,9.3,-0.5,1.1,1,-0.1,1,0.9,0.9,14.7
COc1cc2c(cc1OC)CN(C(=S)Nc1ccc(OC(F)F)cc1)CC2,-3.3,-1.3,-10.9,1,1,-0.7,0.8,0.8,0.8,17.5
O=C(COc1cccc2cccnc12)NCc1cccs1,-1.3,-6.8,3.4,1,1,-4.2,0.6,0.9,0.8,22.0
Cc1nn(C)c(C)c1CN(C)C(=O)CCCC(=O)O,-0.3,-0.2,-6.1,1,0.9,5.8,1,1,0.9,7.1
Cc1ccc(SC(C)c2nc(-c3cccnc3)no2)cc1 (configuration not stated),-0.7,3.3,-6.8,1,1,2.6,1,1,1,2.9
COc1ccc(N2C(=O)C(CN3CCCCC3)C2c2ccccc2)cc1 (configuration not stated),-9.0,7.7,-5.6,1.1,1.1,-5.7,1.1,1.1,1.2,-17.5
COc1c(Br)cc(Br)cc1/C=N/NC(=O)c1ccncc1,-6.8,6.6,-10.6,1.1,0.9,7.6,1,0.9,0.9,13.2
COC(=O)c1cc(Cl)c(NC(=O)/C=C/c2ccc(Cl)cc2Cl)cc1OC,-5.6,-1.6,0.0,1.1,0.9,8.8,0.9,0.8,0.9,13.9

# A second format for 2 compounds above:
# Values run as follows: TNAP inh hiacc, Lmaj promast, TNAP inh no acc, TNAP act hi DEA, bIAP act, bIAP inh, PMI act satM6P, PMI act, Diaph act CS, Diaph inh CS
[O-]/C(=C(\C(=S)NCc1ccccc1)[n+]1ccccc1)c1ccc(Cl)cc1
→ -3.5, -4.3, -7.5, 1, 1.1, -9.2, 0.8, 1.2, 0.8, 16.7
FC(F)(F)c1ccccc1/C=N/Nc1ccccn1
→ -6.5, 9.3, -0.5, 1.1, 1, -0.1, 1, 0.9, 0.9, 14.7

# (listing goes on)
SMILES,TNAP inh hiacc,Lmaj promast,TNAP inh no acc,TNAP act hi DEA,bIAP act,bIAP inh,PMI act satM6P,PMI act,Diaph act CS,Diaph inh CS
O=C(NN1C(=O)c2ccccc2NC1c1ccoc1)c1ccc([N+](=O)[O-])cc1 (configuration not stated),-3.6,-0.3,-15.0,1,0.8,17.0,1.1,1.1,1,3.7
COc1cc(/C=C2/C(C)=C(C#N)c3nc(N)c(C#N)c(C)c32)ccc1OCC(=O)O,5.3,31.8,8.1,0.9,1.1,-13.7,0.5,1,0.5,47.3
c1coc(-c2nnc3n2C2(CCCC2)Cc2ccccc2-3)c1,-1.0,15.1,-6.5,1,0.9,12.0,0.9,0.8,0.9,12.0
Cc1ccc(NS(=O)(=O)c2ccc(NC(=O)c3cccs3)cc2)c(C)c1,-0.9,3.2,0.3,1,1,-3.1,0.9,0.9,0.8,24.6
CCOc1ccc(S(=O)(=O)NC(Cc2cnc[nH]2)C(=O)O)cc1 (configuration not stated),-4.0,2.9,-6.0,1,1.1,-7.1,1,1,0.8,17.4
O=c1c2cc(NC(=S)N3CCCCC3)ccc2nc2n1CCCCC2,-2.0,2.6,-9.1,1,1,-3.3,1.1,1.1,0.9,5.8

# High-throughput results (PubChem BioAssay)
